TcdB GH inh – blocks C. difficile toxin B glycohydrolase activity. P18177. TcdB glycohydrolase enzymatic assay, plate reader. inhibition, % at 9.99 µM. 0.24% of 350,000 active. AID 652162; in the data active = inhibition above about 10%
Target sequence (P18177 whole entry, looked up): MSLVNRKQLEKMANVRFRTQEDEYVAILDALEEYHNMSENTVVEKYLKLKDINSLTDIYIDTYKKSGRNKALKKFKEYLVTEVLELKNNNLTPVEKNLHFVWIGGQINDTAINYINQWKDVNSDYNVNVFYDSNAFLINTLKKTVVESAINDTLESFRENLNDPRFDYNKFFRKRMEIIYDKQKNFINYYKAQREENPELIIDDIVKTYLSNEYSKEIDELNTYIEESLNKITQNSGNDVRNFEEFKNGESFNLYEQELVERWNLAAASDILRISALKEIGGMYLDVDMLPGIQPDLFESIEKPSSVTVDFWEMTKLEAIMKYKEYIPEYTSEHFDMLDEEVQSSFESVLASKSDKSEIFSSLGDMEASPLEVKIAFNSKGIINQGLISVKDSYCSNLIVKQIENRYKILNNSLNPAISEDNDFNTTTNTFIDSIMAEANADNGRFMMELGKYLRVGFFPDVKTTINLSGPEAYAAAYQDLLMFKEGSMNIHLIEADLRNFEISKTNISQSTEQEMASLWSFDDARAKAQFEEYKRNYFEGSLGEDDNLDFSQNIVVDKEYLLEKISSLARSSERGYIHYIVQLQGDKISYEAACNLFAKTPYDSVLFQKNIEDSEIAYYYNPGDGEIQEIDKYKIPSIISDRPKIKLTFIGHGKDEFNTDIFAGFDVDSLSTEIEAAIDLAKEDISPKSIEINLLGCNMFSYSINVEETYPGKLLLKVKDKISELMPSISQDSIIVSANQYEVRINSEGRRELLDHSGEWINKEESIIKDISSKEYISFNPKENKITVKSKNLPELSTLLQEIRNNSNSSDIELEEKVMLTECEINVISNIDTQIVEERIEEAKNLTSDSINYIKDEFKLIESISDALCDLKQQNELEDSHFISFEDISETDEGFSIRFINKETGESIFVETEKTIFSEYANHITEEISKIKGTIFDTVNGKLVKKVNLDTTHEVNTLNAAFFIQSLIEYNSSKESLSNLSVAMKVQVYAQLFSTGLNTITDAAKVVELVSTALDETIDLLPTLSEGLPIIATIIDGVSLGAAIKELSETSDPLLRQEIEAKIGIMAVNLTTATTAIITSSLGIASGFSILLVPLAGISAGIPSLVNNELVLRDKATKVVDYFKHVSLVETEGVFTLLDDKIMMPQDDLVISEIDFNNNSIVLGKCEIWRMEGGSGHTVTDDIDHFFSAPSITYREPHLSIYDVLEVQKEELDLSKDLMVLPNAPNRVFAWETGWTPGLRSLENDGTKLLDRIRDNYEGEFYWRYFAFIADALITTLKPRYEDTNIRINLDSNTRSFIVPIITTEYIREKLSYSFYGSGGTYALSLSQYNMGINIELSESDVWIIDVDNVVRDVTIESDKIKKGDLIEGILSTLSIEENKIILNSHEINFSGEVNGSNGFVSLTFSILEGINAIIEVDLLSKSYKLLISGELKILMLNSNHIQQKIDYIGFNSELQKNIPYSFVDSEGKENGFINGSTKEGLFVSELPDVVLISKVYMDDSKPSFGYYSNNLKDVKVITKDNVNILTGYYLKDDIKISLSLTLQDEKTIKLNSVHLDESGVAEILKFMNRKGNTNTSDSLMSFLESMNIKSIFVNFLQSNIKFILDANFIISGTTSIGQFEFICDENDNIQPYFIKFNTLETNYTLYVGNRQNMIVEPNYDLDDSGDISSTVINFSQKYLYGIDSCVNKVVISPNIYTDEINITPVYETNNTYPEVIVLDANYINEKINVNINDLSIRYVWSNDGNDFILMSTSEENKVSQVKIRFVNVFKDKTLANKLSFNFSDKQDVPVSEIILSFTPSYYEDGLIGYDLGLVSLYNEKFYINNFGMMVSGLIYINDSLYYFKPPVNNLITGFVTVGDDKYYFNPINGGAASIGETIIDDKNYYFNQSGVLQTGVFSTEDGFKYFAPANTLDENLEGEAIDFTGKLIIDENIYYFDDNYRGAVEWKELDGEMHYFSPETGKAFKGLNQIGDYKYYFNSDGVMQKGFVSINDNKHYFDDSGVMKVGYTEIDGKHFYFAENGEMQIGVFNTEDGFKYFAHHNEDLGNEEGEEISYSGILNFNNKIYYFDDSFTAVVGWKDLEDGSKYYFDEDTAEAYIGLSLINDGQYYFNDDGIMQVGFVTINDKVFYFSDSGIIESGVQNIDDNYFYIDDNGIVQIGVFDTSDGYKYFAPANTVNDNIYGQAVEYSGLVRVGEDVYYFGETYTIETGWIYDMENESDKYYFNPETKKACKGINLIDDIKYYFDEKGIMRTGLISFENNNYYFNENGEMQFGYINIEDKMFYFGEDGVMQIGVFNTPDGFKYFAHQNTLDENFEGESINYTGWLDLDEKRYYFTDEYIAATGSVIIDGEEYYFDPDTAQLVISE
The depositor's hits bear a star. Some of the compounds tested; rates above refer to the full screens.

Cc1ccc(-c2ccc3c(c2)O[C@@H](CN(C)C(=O)NC(C)C)[C@H](C)CN([C@@H](C)CO)S3(=O)=O)cc1
  TcdB GH inh: -0.6

C[C@H](CO)N1C[C@H](C)[C@H](CN(C)C(=O)CCC(F)(F)F)OCc2cn(nn2)CCCC1=O
  TcdB GH inh: -2.8

C[C@@H]1CN([C@@H](C)CO)C(=O)c2cc(-c3cccnc3)cnc2O[C@H]1CN(C)C(=O)Nc1ccc2c(c1)OCO2
  TcdB GH inh: 0.4

C[C@@H]1CN([C@H](C)CO)C(=O)c2cccc(NC(=O)Nc3ccccc3)c2O[C@H]1CN(C)CC1CCCCC1
  TcdB GH inh: -0.5

C[C@@H]1CN([C@H](C)CO)C(=O)Cc2cc(NC(=O)CCN3CCOCC3)ccc2O[C@H]1CN(C)C
  TcdB GH inh: -0.4

C[C@@H]1CN([C@@H](C)CO)C(=O)c2cc(/C=C/c3ccccc3)cnc2O[C@@H]1CN(C)Cc1ccccc1F
  TcdB GH inh: -0.5

CCC(=O)N1C[C@@H](C)[C@@H](OC)CN(C)C(=O)c2cc(NC(=O)Nc3cccc(F)c3)ccc2OC[C@H]1C
  TcdB GH inh: 1.3

CCCC#Cc1cnc2c(c1)C(=O)N([C@H](C)CO)C[C@H](C)[C@@H](CN(C)S(C)(=O)=O)O2
  TcdB GH inh: -1.9

C[C@H](O)C#Cc1ccc2c(c1)O[C@H](CN(C)Cc1ccc(-c3ccccc3)cc1)[C@H](C)CN([C@H](C)CO)S2(=O)=O
  TcdB GH inh: -1.0

CN(C)CC(=O)N[C@H]1CC[C@H](CCNC(=O)C2CCC2)O[C@@H]1CO
  TcdB GH inh: -0.4

C[C@H]1CCCCO[C@H](CN(C)S(=O)(=O)c2cn(C)cn2)[C@@H](C)CN([C@@H](C)CO)C(=O)c2cc(NC(=O)Nc3ccc(F)cc3)ccc2O1
  TcdB GH inh: 1.7

O=C(C[C@H]1CC[C@@H](NS(=O)(=O)c2cccc(F)c2)[C@H](CO)O1)NCc1ccc2c(c1)OCO2
  TcdB GH inh: -8.5

COc1ccc2c3c(n(C)c2c1)[C@H](CO)N(C(=O)CN(C)C)CC31CN(Cc2nccs2)C1
  TcdB GH inh: -0.9

C[C@H]1CN([C@@H](C)CO)C(=O)c2cc(NC(=O)Nc3ccc(C(F)(F)F)cc3)ccc2O[C@H]1CN(C)C(=O)NC1CCCCC1
  TcdB GH inh: 0.4

O=C(C[C@H]1C=C[C@@H](NS(=O)(=O)c2ccc(F)cc2)[C@H](CO)O1)NCc1ccccc1F
  TcdB GH inh: 0.0

O=C(C[C@H]1CC[C@@H]2[C@H](COC[C@@H](O)CN2C(=O)c2ccncc2)O1)NCc1cccc(F)c1
  TcdB GH inh: -0.3

O=S(=O)(NC[C@H]1CC[C@@H]2[C@@H](CN2Cc2cccc(-c3ccccn3)c2)O1)c1ccccc1
  TcdB GH inh: -0.9

COc1ccccc1S(=O)(=O)N(C)C[C@@H]1Oc2cc(C#CCC3CCCC3)ccc2S(=O)(=O)N([C@@H](C)CO)C[C@H]1C
  TcdB GH inh: -0.1

C[C@@H]1CN([C@@H](C)CO)C(=O)c2cc(-c3cccnc3)cnc2O[C@@H]1CN(C)C(=O)Nc1ccccc1
  TcdB GH inh: -2.7

CN1CCN(C(=O)C[C@H]2CC[C@@H]3[C@H](COc4ccc(NC(=O)C5CCC5)cc4C(=O)N3C)O2)CC1
  TcdB GH inh: -3.0

C[C@@H]1CN([C@H](C)CO)C(=O)c2cccc(NC(=O)c3nc4ccccc4s3)c2O[C@@H]1CN(C)S(C)(=O)=O
  TcdB GH inh: -0.2

CO[C@H]1CN(C)C(=O)c2ccc(NC(=O)c3cnccn3)cc2OC[C@H](C)N(CCc2ccccc2)C[C@@H]1C
  TcdB GH inh: -0.3

CC(C)CC#Cc1ccc([C@@H]2[C@H](CO)N3CCCCN(C(=O)c4ccc5c(c4)OCO5)C[C@@H]23)cc1
  TcdB GH inh: 0.6

CO[C@H]1CN(C)C(=O)c2ccc(NC(=O)NC(C)C)cc2OC[C@@H](C)N(Cc2ccc(-c3ccccn3)cc2)C[C@@H]1C
  TcdB GH inh: -0.6

CO[C@H]1CN(C)C(=O)c2cc(NC(=O)NC3CCCCC3)ccc2OC[C@@H](C)N(CCc2ccccc2)C[C@H]1C
  TcdB GH inh: 1.3

COc1cccc(CN2CC3(C2)CN(C(=O)Nc2ccc(F)cc2)[C@@H](CO)c2c3c3ccc(OC)cc3n2C)c1
  TcdB GH inh: 0.4

Cn1cnc(S(=O)(=O)N2CCCCN3[C@H](C2)[C@H](c2ccc(C4=CCCCC4)cc2)[C@@H]3CO)c1
  TcdB GH inh: -0.3

C[C@H](CO)N1C[C@H](C)[C@@H](CN(C)C(=O)CN(C)C)Oc2ncc(-c3ccc(C(=O)N(C)C)cc3)cc2C1=O
  TcdB GH inh: -1.0

C[C@@H](NC(=O)C[C@H]1C=C[C@H](NC(=O)C2CC2)[C@H](CO)O1)c1ccccc1
  TcdB GH inh: -0.4

COc1cccc(S(=O)(=O)N[C@H]2C=C[C@H](CC(=O)NC3Cc4ccccc4C3)O[C@H]2CO)c1
  TcdB GH inh: -1.2

Cc1ccc(S(=O)(=O)N(C)C[C@H]2OCCCC[C@H](C)Oc3ccc(NC(=O)c4ccncc4)cc3C(=O)N([C@@H](C)CO)C[C@@H]2C)cc1
  TcdB GH inh: -0.1

CC(C)NC(=O)Nc1ccc2c(c1)C(=O)N([C@H](C)CO)C[C@H](C)[C@@H](CN(C)C(=O)Nc1ccccc1)OCCCC[C@@H](C)O2
  TcdB GH inh: -0.3

CN1c2ccc(-c3ccc(F)cc3)cc2[C@@H]2[C@@H](CCN2S(=O)(=O)c2cccc(F)c2)[C@@H]1CO
  TcdB GH inh: -0.3

C[C@@H]1CN([C@H](C)CO)C(=O)c2cc(-c3cccnc3)cnc2O[C@@H]1CN(C)Cc1ccc(-c2ccccc2)cc1
  TcdB GH inh: -1.5

COc1ccc(CN(C)C[C@H]2Oc3ccc(NC(=O)c4ccncc4)cc3C(=O)N([C@H](C)CO)C[C@@H]2C)cc1
  TcdB GH inh: -0.5

C[C@H]1CN([C@@H](C)CO)C(=O)c2cc(C#CC3(O)CCCC3)cnc2O[C@H]1CN(C)S(=O)(=O)c1cccc(F)c1
  TcdB GH inh: 1.0

COc1ccc2c3c([nH]c2c1)[C@@H](CO)N(Cc1ccccc1)CC31CN(C(=O)Nc2cccc(F)c2)C1
  TcdB GH inh: 0.8

Cc1cccc(S(=O)(=O)N2CCCCN3[C@H](CO)[C@H](c4ccc(C#CC5CC5)cc4)[C@H]3C2)c1
  TcdB GH inh: 0.2

C[C@@H]1CN([C@H](C)CO)C(=O)c2cc(C#CCN(C)C)cnc2O[C@@H]1CN(C)C(=O)c1ccc(F)cc1
  TcdB GH inh: -0.1

C[C@@H]1CN([C@H](C)CO)C(=O)c2c(c3ccccc3n2C)-c2ccccc2CO[C@H]1CN(C)CC1CC1
  TcdB GH inh: -5.6

Going on with the list:
Molecule	TcdB GH inh
CCC(=O)N1[C@@H]2c3ccc(C4=CCCC4)c(=O)n3C[C@H]1[C@H](CO)[C@H]2C(=O)N[C@H](C)c1ccccc1	-0.5
C[C@H]1CCCCO[C@@H](CN(C)C(=O)Cc2ccccc2)[C@@H](C)CN([C@@H](C)CO)C(=O)c2cc(NC(=O)Cc3ccccc3)ccc2O1	-0.8
O=S(=O)(c1ccccc1)N1CCCCN2[C@H](CO)[C@H](c3ccc(C#Cc4cccnc4)cc3)[C@@H]2C1	-0.7
Cc1cccc(S(=O)(=O)N2CCCCN3[C@H](CO)[C@@H](c4ccc(C#C[C@@H](C)O)cc4)[C@@H]3C2)c1	-1.1
COCC(=O)N1CC[C@@H]2[C@H]1c1cc(-c3ccccc3)ccc1N(C)[C@@H]2CO	0.7
C[C@@H]1CN([C@@H](C)CO)C(=O)c2cc(C3=CCCC3)cnc2O[C@H]1CN(C)C(=O)NC1CCCC1	-1.8
CNC[C@H]1Oc2ccc(NC(=O)Nc3ccc(OC)cc3)cc2C(=O)N([C@@H](C)CO)C[C@@H]1C	-1.0
O=C(C[C@@H]1CC[C@@H](NS(=O)(=O)c2ccccc2)[C@@H](CO)O1)N1CCc2ccccc2C1	0.9
C[C@H]1CN([C@@H](C)CO)C(=O)Cc2cc(N(C)C)ccc2O[C@@H]1CN(C)S(=O)(=O)c1cn(C)cn1	-10.2
COCC#Cc1ccc2c(c1)O[C@H](CN(C)C(=O)CN(C)C)[C@@H](C)CN([C@H](C)CO)S2(=O)=O	-2.3
C[C@H](CO)N1C[C@H](C)[C@@H](CN(C)S(=O)(=O)c2ccc(F)cc2)Oc2ncc(C#CC3CCCCC3)cc2C1=O	-1.4
COc1ccc(NC(=O)N[C@@H]2CC[C@H](CC(=O)NC3CCCCC3)O[C@@H]2CO)cc1	0.4
CN1CCN(C(=O)C[C@H]2CC[C@@H]3[C@H](COC[C@H](O)CN3C(=O)C3CC3)O2)CC1	0.5
O=C(Cc1ccccc1)N1C[C@H]2[C@@H](c3ccccc31)[C@H](CO)N2C(=O)c1cccc(F)c1	-0.2
CCCNC(=O)C[C@@H]1CC[C@H]2[C@@H](COc3ccc(NC(=O)c4ccc5c(c4)OCO5)cc3C(=O)N2C)O1	-0.3
CN(C)C(=O)C[C@H]1C[C@H]2c3cc(NC(=O)Cc4ccncc4)ccc3O[C@H]2[C@@H](CO)O1	-3.2
COc1ccccc1CNC(=O)C[C@@H]1C[C@@H]2c3cc(NC(=O)C4CCOCC4)ccc3O[C@@H]2[C@@H](CO)O1	-0.5
CO[C@H]1CC[C@@H]2CCOc3c(C#N)cccc3C(=O)N(C)C[C@@H](c3ccccc3)CC(=O)N(C)C[C@@H]1O2	-0.2
N#C[C@@H]1[C@@H](c2ccc(-c3cncnc3)cc2)[C@H](CO)N1C(=O)CN1CCOCC1	-0.9
C[C@H](CO)N1C[C@H](C)[C@@H](CN(C)Cc2ccccc2)Oc2ccc(NS(=O)(=O)c3ccc(Cl)cc3)cc2CC1=O	-1.2

Following part:
Molecule	TcdB GH inh
O=C(NCC[C@@H]1CC[C@@H](NC(=O)c2ccc3c(c2)OCO3)[C@H](CO)O1)Nc1cc(F)ccc1F	-0.8
Cc1cc(C(=O)Nc2cccc3c2O[C@@H](CN(C)CC2CCCCC2)[C@@H](C)CN([C@@H](C)CO)C3=O)n(C)n1	-1.3
CO[C@@H]1CN(C)C(=O)c2cc(NC(=O)C3CCC3)ccc2OC[C@@H](C)N(S(=O)(=O)c2ccc(Cl)cc2)C[C@H]1C	-0.6
CO[C@@H]1CN(C)C(=O)c2ccc(NS(=O)(=O)c3ccc(-c4ccccc4)cc3)cc2OC[C@H](C)NC[C@@H]1C	-0.4
Cc1ccc(S(=O)(=O)N(C)C[C@H]2Oc3ccc(N(C)C)cc3C(=O)N([C@H](C)CO)C[C@H]2C)cc1	-4.1
C[C@@H]1CN([C@H](C)CO)C(=O)c2ccccc2-c2ccccc2CO[C@@H]1CN(C)C(=O)Nc1ccc(-c2ccccc2)cc1	1.0
CC(=O)N1[C@@H](CO)[C@H](c2ccccc2)[C@@H]1CN(C)C(=O)CN1CCOCC1	-0.2
Cc1noc(C)c1NC(=O)Nc1ccc2c(c1)C(=O)N([C@@H](C)CO)C[C@H](C)[C@H](CN(C)C(=O)Nc1ccc3c(c1)OCO3)O2	-1.8
CO[C@H]1CC[C@@H]2CCOc3ccc(C#N)cc3C(=O)N(C)C[C@@H](OC)[C@H](C)C(=O)N(C)C[C@@H]1O2	-0.4
COCC(=O)N1C[C@@H](C)[C@H](OC)CN(C)C(=O)c2cc(NC(=O)NC(C)C)ccc2OC[C@@H]1C	0.2
Cc1noc(C)c1NC(=O)Nc1ccc2c(c1)CC(=O)N([C@@H](C)CO)C[C@H](C)[C@@H](CN(C)S(=O)(=O)c1ccc(Cl)cc1)O2	-0.3
CCCN(C)C[C@H]1Oc2ncc(C#Cc3ccc(F)cc3)cc2C(=O)N([C@@H](C)CO)C[C@H]1C	0.0
CN1C(=O)c2cc(NC(=O)c3cccc(C(F)(F)F)c3)ccc2OC[C@@H]2O[C@@H](CC(=O)O)CC[C@H]21	0.6
CC(C)NC(=O)Nc1ccc2c(c1)C(=O)N([C@@H](C)CO)C[C@@H](C)[C@H](CN(C)C(=O)Nc1ccccc1)O2	-0.7
O=C(N[C@@H]1CC[C@H](CCNS(=O)(=O)c2ccccc2Cl)O[C@H]1CO)c1ccc(F)cc1	-0.2
CO[C@H]1CN(C)C(=O)c2ccc(NC(=O)Nc3cccc(Cl)c3)cc2OC[C@H](C)NC[C@@H]1C	1.6
CCCNC(=O)N1CC2(CN(CC3CCOCC3)C2)c2c([nH]c3cc(OC)ccc23)[C@H]1CO	0.8
COC(=O)[C@@H]1[C@@H](CO)[C@@H]2Cn3c(ccc(C4=CCCCC4)c3=O)[C@@H]2N1Cc1cccnc1	0.1
C=CCN1C(=O)[C@]2(O[C@H](CCn3cc(CCO)nn3)[C@@H]([Si](C)(C)c3ccc(OC)cc3)[C@@H]2C)c2cc(N3CCOC3=O)ccc21	0.8
C[C@H](CO)N1C[C@H](C)[C@H](CN(C)C(=O)CN(C)C)Oc2cc(C#CCN(C)C)ccc2S1(=O)=O	-0.2
CNC[C@@H]1Oc2ccc(NC(=O)CCCN(C)C)cc2C(=O)N([C@@H](C)CO)C[C@H]1C	-0.5
COc1ccc(S(=O)(=O)Nc2ccc3c(c2)C(=O)N([C@H](C)CO)C[C@H](C)[C@H](CN(C)C(=O)Nc2ccccc2)OCCCC[C@H](C)O3)cc1	-8.9

Quoted at random: 6 records from the list, in no set order.
Molecule	TcdB GH inh
CO[C@H]1CC[C@@H]2CCOc3ccc(C#N)cc3C(=O)N(C)C[C@@H](OC)[C@H](C)C(=O)N(C)C[C@@H]1O2	-0.4
Cc1cc(C(=O)Nc2cccc3c2O[C@@H](CN(C)CC2CCCCC2)[C@@H](C)CN([C@@H](C)CO)C3=O)n(C)n1	-1.3
CO[C@H]1CN(C)C(=O)c2ccc(NC(=O)Nc3cccc(Cl)c3)cc2OC[C@H](C)NC[C@@H]1C	1.6
Cc1noc(C)c1NC(=O)Nc1ccc2c(c1)CC(=O)N([C@@H](C)CO)C[C@H](C)[C@@H](CN(C)S(=O)(=O)c1ccc(Cl)cc1)O2	-0.3
CNC[C@@H]1Oc2ccc(NC(=O)CCCN(C)C)cc2C(=O)N([C@@H](C)CO)C[C@H]1C	-0.5
CC(=O)N1[C@@H](CO)[C@H](c2ccccc2)[C@@H]1CN(C)C(=O)CN1CCOCC1	-0.2
